Screening results: PubChem BioAssay, several laboratories
eIF4E-4G inh: eIF4E–eIF4G protein interaction inhibitors, primary screen, biochemical, uHTS, TR-FRET, eIF4GI fragment; Eukaryotic translation initiation factor 4E (Mus musculus) + Eukaryotic translation …; TR-FRET eIF4E-eIF4GI(517-606) binding, 2 h; inhibition, % at 21.7 µM; 0.37% of 220,000 active;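 active = inhibition above about 30%, limit read from the data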;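 also: 0% = full FRET control wells and 100% = background wells lacking eIF4GI fragment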
Wee1 degr inh: Wee1 degradation inhibitors, primary screen, cell-based, HeLa, Wee1K328M-luciferase, luminescence | HeLa Luc-Wee1K328M stability; 100% = proteasome inhibitor MG132 effect | reporter increase, % at 5 µM | AID 1321, 2008 | Wee1-like protein kinase (Homo sapiens), P30291 | 1.2% of 220,000 active;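 active = activation above the mean of all tested compounds plus 3 SD, set per screening run, cut at about 8.8% in these data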;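 also: cells exposed to compound for 20 h before luminescence read; 0% = DMSO alone and 100% = MG132 at 30 µM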
FXIa inh: human FXIa protease inhibitors, primary screen, biochemical, 1536-well; inhibition, % at 5 µM; 0.14% of 220,000 active; purified FXIa, Boc-Glu-Ala-Arg-AMC fluorogenic substrate;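 active = inhibition of at least 40%; inactive = inhibition below 40%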;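 also: fluorescence of freed AMC excited at 355 nm; 0% = enzyme without compound and 100% = no enzyme blank; many of its hits are not listed in these tables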
hK5 inh: human KLK5 protease inhibitors, primary screen, biochemical, 1536-well. Kallikrein-5 (Homo sapiens), Q9Y337. recombinant hK5, fluorogenic AMC substrate cleavage. inhibition, % at 5 µM. 0.59% of 210,000 active;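 active = inhibition of 40% or more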;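 also: 0% = enzyme controls without compound and 100% = no-enzyme blanks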
Target sequence (Q9Y337 67-293 limits assumed): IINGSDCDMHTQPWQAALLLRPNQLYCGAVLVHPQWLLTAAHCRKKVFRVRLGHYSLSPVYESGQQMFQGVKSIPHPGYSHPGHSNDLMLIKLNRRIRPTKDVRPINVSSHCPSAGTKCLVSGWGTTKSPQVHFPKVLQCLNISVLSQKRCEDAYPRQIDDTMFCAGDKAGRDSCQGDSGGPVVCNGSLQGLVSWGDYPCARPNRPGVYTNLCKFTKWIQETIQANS
p97 inhibitor: inhibitors of human p97 ATPase, primary screen, biochemical | Transitional endoplasmic reticulum ATPase (Homo sapiens), P55072 | recombinant p97 ATPase, Kinase-Glo ATP luminescence, 3 h | inhibition, % at 8 µM | 0.42% of 220,000 active; in the data active = inhibition above about 15%;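 also: 0% = DMSO vehicle and 100% = wells lacking enzyme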
Target sequence (P55072 whole entry, looked up): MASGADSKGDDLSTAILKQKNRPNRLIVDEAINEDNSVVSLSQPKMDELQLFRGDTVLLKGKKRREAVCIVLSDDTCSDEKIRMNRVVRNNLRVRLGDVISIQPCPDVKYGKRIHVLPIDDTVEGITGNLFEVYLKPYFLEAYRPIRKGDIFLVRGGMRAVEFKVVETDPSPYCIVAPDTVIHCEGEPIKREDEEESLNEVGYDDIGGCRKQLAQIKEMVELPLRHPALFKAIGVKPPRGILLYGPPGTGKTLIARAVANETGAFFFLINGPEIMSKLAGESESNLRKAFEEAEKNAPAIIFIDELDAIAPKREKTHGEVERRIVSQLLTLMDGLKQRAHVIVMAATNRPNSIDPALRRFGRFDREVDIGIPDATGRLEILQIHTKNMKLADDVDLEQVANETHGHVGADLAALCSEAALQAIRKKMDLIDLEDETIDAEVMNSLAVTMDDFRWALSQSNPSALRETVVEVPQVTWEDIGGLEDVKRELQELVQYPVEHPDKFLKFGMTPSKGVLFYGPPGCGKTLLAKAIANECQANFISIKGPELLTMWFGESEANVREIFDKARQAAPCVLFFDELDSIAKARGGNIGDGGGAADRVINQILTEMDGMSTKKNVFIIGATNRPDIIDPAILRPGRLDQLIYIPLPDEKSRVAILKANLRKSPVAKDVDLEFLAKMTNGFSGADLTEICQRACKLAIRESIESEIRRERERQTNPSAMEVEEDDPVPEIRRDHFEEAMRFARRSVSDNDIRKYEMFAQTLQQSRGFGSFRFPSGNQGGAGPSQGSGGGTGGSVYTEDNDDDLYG
14-3-3 Bad inh: inhibitors of 14-3-3 zeta/Bad binding, primary screen, biochemical, TR-FRET, bovine 14-3-3 zeta; TR-FRET 14-3-3zeta/Dy647-pBad peptide displacement, 1 h; 14-3-3 protein zeta/delta (Bos taurus), P63103; inhibition, % at 21.7 µM; AID 781, 2007; 0.71% of 220,000 active;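 active = inhibition above about 70%, limit read from the data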;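 also: 0% = full 14-3-3 plus peptide FRET controls and 100% = background without 14-3-3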
Mdm2 ligase inh: MDM2-luciferase reporter signal enhancers, primary screen, MDM2 E3 ligase inhibitor project, cell-based, luminescence, 1536-well; signal enhancement, % at 5 µM; cell-based MDM2 ubiquitination luciferase reporter, 2 h; 0 = plate control, 100 = twice control, blank-subtracted; E3 ubiquitin-protein ligase Mdm2 (Homo sapiens), Q00987; 0.11% of 210,000 active;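 active = signal enhancement of 30% or more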;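 also: luminescence tracks abundance of the self-degrading MDM2-luciferase fusion protein; higher signal means inhibition of MDM2 E3 ligase activity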
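Test system: stable mammalian line carrying autodegrading MDM2–luciferase fusion reporter; quantity: 2000 cells in each well; times: 4 h cell settling then 2 h compound exposure, 37 °C; detection: luminescence with SteadyLite reagent, 15 min at room temperature; evaluation: percent signal gain over controls, blank-subtracted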
Rad51 HR inh: human RAD51 strand exchange inhibitors, primary screen, biochemical, fluorescence; DNA repair protein RAD51 homolog 1 (Homo sapiens), Q06609; hRad51 DNA strand exchange, fluorescence dequenching; inhibition, % at 10 µM; 0.085% of 200,000 active; AID 1385, 2008;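 active = inhibition above 40% at the single screening dose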;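 also: 0% = DMSO control wells and 100% = blanks with heterologous ssDNA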
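material = hRad51 filaments on single-stranded DNA | timing = filaments 15 min 37 °C, then compound 30 min | signal = FRET fluorescence dequenching, excitation 485 nm, emission 520 nm | benchmarks = control wells and blank wells on each plate | evaluation = percent inhibition relative to plate controls and blanks | compound = 10 µM final, single point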
FXIIa inh 1536: human FXIIa protease inhibitors, primary screen, biochemical, 1536-well | Coagulation factor XII (Homo sapiens), P00748 | purified FXIIa, Boc-QGR-AMC fluorogenic substrate, 2 h | inhibition, % at 5 µM | 0.3% of 220,000 active | AID 800, 2007; in the data active = inhibition above about 40%;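 also: 0% = enzyme with no compound and 100% = blank without enzyme; many of its hits are not listed in these tables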
The depositor's hits bear a star; · = no result given; [ ] = remark or other dose.

eIF4E-4G inh,Mdm2 ligase inh,Rad51 HR inh,FXIIa inh 1536,Wee1 degr inh,hK5 inh,FXIa inh,14-3-3 Bad inh,p97 inhibitor,SMILES
0,-4,6,10,2,-11,1,-1,7,Cc1cccc(Nc2ccccc2)c1
4,-6,17,-4,0,-15,-2,-1,7,N#Cc1c(-c2ccc(F)cc2)c2c([nH]c1=O)-c1ccccc1OC2
4[fluorescence artefact?],1,6,21,8,-3,5,-10[fluorescence artefact?],-2,COc1ccc(-n2c(SCC#N)nnc2-c2cccnc2)cc1
-1,-4,16,0,-1,-2,5,-7,1,COc1ccc(CCNc2ncnc3[nH]ncc23)cc1OC
-6,-1,12,14,0,-6,-5,-4[fluorescence artefact?],2,c1csc(C(c2nnnn2C2CCCC2)N2CCOCC2)c1 (configuration not stated)
-2[fluorescence artefact?],-17,1,15,0,-14,5,3[fluorescence artefact?],0,CCOC(=O)C(CCC#N)(CCC#N)C(=O)OCC
-13,-44,·,22,-3,39,4,-9,5,Cc1ccc(S(=O)(=O)NC(=O)N2CCC(C)CC2)cc1
-2[fluorescence artefact?],10,0,22,6,-12,1,-12,0,O=C(c1cccc(Br)c1)N1CCCC1
-2,-10,-6,14,-1,-20,0,-3,-8,Cc1ccc(-c2csc(=S)n2CC(=O)OCC(=O)NCc2ccco2)cc1
2,-6,13,11,3,-4,1,6,-9,CC(=O)Cc1nsc(NC(=O)c2cn(-c3ccccc3)nc2-c2ccc(Br)cc2)n1
-5,-7,3,17,0,3,5,13,1,Cn1c(CN2CCCCC2)nc2cc(NS(=O)(=O)c3ccc(Cl)cc3)ccc21
-12,-6,4,3,-2,-2,1,-12,2,Cc1cccc(NC(=O)CSc2nnc(CSc3nc(C)cc(C)n3)n2Cc2ccco2)c1

Three entries from above, ordered by the value under FXIa inh, ascending:
eIF4E-4G inh,Mdm2 ligase inh,Rad51 HR inh,FXIIa inh 1536,Wee1 degr inh,hK5 inh,FXIa inh,14-3-3 Bad inh,p97 inhibitor,SMILES
4,-6,17,-4,0,-15,-2,-1,7,N#Cc1c(-c2ccc(F)cc2)c2c([nH]c1=O)-c1ccccc1OC2
0,-4,6,10,2,-11,1,-1,7,Cc1cccc(Nc2ccccc2)c1
-13,-44,·,22,-3,39,4,-9,5,Cc1ccc(S(=O)(=O)NC(=O)N2CCC(C)CC2)cc1

7 successive entries from above:
eIF4E-4G inh,Mdm2 ligase inh,Rad51 HR inh,FXIIa inh 1536,Wee1 degr inh,hK5 inh,FXIa inh,14-3-3 Bad inh,p97 inhibitor,SMILES
0,-4,6,10,2,-11,1,-1,7,Cc1cccc(Nc2ccccc2)c1
4,-6,17,-4,0,-15,-2,-1,7,N#Cc1c(-c2ccc(F)cc2)c2c([nH]c1=O)-c1ccccc1OC2
4[fluorescence artefact?],1,6,21,8,-3,5,-10[fluorescence artefact?],-2,COc1ccc(-n2c(SCC#N)nnc2-c2cccnc2)cc1
-1,-4,16,0,-1,-2,5,-7,1,COc1ccc(CCNc2ncnc3[nH]ncc23)cc1OC
-6,-1,12,14,0,-6,-5,-4[fluorescence artefact?],2,c1csc(C(c2nnnn2C2CCCC2)N2CCOCC2)c1 (configuration not stated)
-2[fluorescence artefact?],-17,1,15,0,-14,5,3[fluorescence artefact?],0,CCOC(=O)C(CCC#N)(CCC#N)C(=O)OCC
-13,-44,·,22,-3,39,4,-9,5,Cc1ccc(S(=O)(=O)NC(=O)N2CCC(C)CC2)cc1

Going on with the list:
eIF4E-4G inh,Mdm2 ligase inh,Rad51 HR inh,FXIIa inh 1536,Wee1 degr inh,hK5 inh,FXIa inh,14-3-3 Bad inh,p97 inhibitor,SMILES
4,-11,·,4,-1,-1,0,21,1,CSc1c(C#N)sc(=S)n1-c1ccc(C)cc1
7,0,5,13,-3,-5,5,-2[fluorescence artefact?],6,CC(OC(=O)c1ccccc1Br)C(=O)Nc1nc(-c2cccc([N+](=O)[O-])c2)cs1 (configuration not stated)
-19,-7,19,11,0,-8,2,-10[fluorescence artefact?],-4,CCCC(C)NC(=O)c1cc(C(=O)OC)cc([N+](=O)[O-])c1 (configuration not stated)
8,-12,6,18,-2,-7,8,-12[fluorescence artefact?],2,CC(C)(C)OC(=O)N1CCOCCOCCNCCOCCOCC1
-16,-14,·,15,-1,5,6,9,6,CCOc1ccc(C2=Nc3ccccc3C(c3ccc(N4CCOCC4)cc3)=NN2)cc1
2[fluorescence artefact?],-8,-7,12,-3,-3,1,2,5,CCn1c(C(Cc2ccccc2)NC(=O)COC)nc2ccccc21 (configuration not stated)
10,-11,2,-8,0,-134,-1,1,4,O=[N+]([O-])c1cc(/C=N/Nc2nc3ccccc3[nH]2)c(O)cc1O
3,4,19,4,-1,10,-1,2,6,COc1ccc(-n2nc([N+](=O)[O-])c(=NCCCN3CCCC3=O)n2O)cc1
-3,-7,11,9,1,4,2,-2,0,COCCNc1nc2nonc2nc1N1CCC(N(C)C)C1 (configuration not stated)
0,-45,3,0,0,2,-4,-9,-1,CCCCOC(=O)CCc1c(C)[nH]c(=S)[nH]c1=O
1[fluorescence artefact?],-28,7,9,6,-9,2,1,0,CCOc1ccc(C(=O)Nc2cccc(SC)c2)cc1
0,10,-13,4,1,-7,-4,-3,-2,Cc1ccc(C(=O)N/C(=C\c2cn(C)c3ccccc23)C(=O)OCCN(C)C)cc1
-3,5,1,18,1,0,6,-2,1,O=C(NCC(=O)N(CCN1CCOCC1)C(C(=O)NC1CCCC1)c1cccs1)c1ccco1 (configuration not stated)
-3[fluorescence artefact?],3,-4,11,-1,-2,4,2[fluorescence artefact?],8,O=C(CSc1ccc(Cl)cc1)Nn1cnnc1
-3,-2,1,-11,-1,-27,-7,0[fluorescence artefact?],0,C=CCN(C(C)=O)C1CC(=O)N(c2ccc(OCCC)cc2)C1=O (configuration not stated)
4[fluorescence artefact?],-16,2,9,3,-22,4,-11,4,O=C(NCc1cccs1)c1ccc(N2CCCCC2)nc1
3,-8,1,13,6,0,5,8,2,Cc1ccc2nc(SCc3ccc([N+](=O)[O-])cc3)[nH]c2c1
1,-7,-5,-2,2,-33,-6,-10,1,COc1ccc(CNC(=O)c2ccc[nH]2)cc1
4[fluorescence artefact?],-10,6,5,9.0*,8,-5,-3[fluorescence artefact?],-5,COc1cccc(CSc2nc3ccccc3[nH]2)c1
95*[fluorescence artefact?],-17,5,15,-1,32,-1,-7,0,O=C(NC1CCCC1)c1cnc2n(c1=O)CCS2
-7[fluorescence artefact?],-9,10,-7,1,11,-16,5[fluorescence artefact?],0,Cc1ccnc(N2CCC(C(=O)NNC(=O)c3ccccc3C)CC2)n1
9,-8,0,30,-3,-1,4,-5,-4,COc1ccc(OC)c(C2NC(=O)NC(C)=C2C(=O)Nc2ccc(C)cc2)c1 (configuration not stated)
-4,-6,-6,-12,1,-9,-11,-5,0,Cc1ccc(N2N=C(c3ccc(F)cc3)CC2c2ccco2)cc1 (configuration not stated)
2,-9,-5,6,1,-5,-7,-3,-3,O=C(Nc1ccc(C(=O)NC2CCCCC2)cc1)c1cccnc1
-14[fluorescence artefact?],1,10,17,-1,-50,-8,-4,5,Cn1c(SCC(=O)NC2CC2)nnc1-c1ccco1
-2[fluorescence artefact?],-9,0,6,3,-1,1,-1,2,Cc1cc(C(F)F)n2ncc(C(=O)NCc3ccccc3)c2n1
-12,·,·,4,-2,1,0,6,7,COCc1cc(=O)n2[nH]c(N)nc2n1
4[fluorescence artefact?],-10,-2,27,0,-11,3,-3,1,COc1cc(C(=O)n2nc(C)cc2C)cc(OC)c1OC
-9,-41,-2,-4,9.8*,-23,-7,-4,-1,O=C(Nc1nnc(C(F)(F)F)s1)c1ccc(Br)s1
4,4,1,3,-3,0,-2,8,5,CC(C)C(Sc1nc(-c2ccccc2)cc(-c2ccccc2)c1C#N)C(=O)O (configuration not stated)
-5,-9,5,2,5,0,-5,-8,3,CSCCC(NC(=O)c1ccc(Cl)cc1)C(=O)OCC(C)=O (configuration not stated)
-3,-7,-4,12,-3,6,4,-7,-2,COc1cccc(/C=C2\SC(=S)N(C(Cc3ccccc3)C(=O)O)C2=O)c1 (configuration not stated)
-2,-9,12,6,-2,-3,-2,1,5,N/C(CS(=O)(=O)c1ccc(F)cc1)=N\O
-4,-6,3,30,3,-13,11,-8,0,Cc1noc(C)c1S(=O)(=O)N1CCCC(C(=O)NCCc2ccccc2)C1 (configuration not stated)
-1,-9,5,6,3,-1,-5,2,-1,C=CCOc1c(CCC)cc(CCC)cc1C(N)=O
-3,-11,5,·,1,-2,-2,-6,-2,COc1ccccc1NC(=O)COC(=O)c1cnc(C)cn1
-11,·,·,8,2,-1,1,1,-6,O=C(CNC(=O)c1ccc(F)cc1)Nc1ccccc1C(F)(F)F
2,-19,6,1,4,-13,0,-14,0,Oc1cccc2ccc(/C=C/c3ccc(Br)s3)nc12
-3,-21,-14,-3,-2,-6,-3,-3,-4,Nc1cc(N)nc(SCC(=O)c2ccccc2)n1
0,-21,5,14,0,-14,4,0,-3,Cc1csc(SCC(=O)c2cc(C)n(Cc3cccs3)c2C)n1
-2,-16,-6,-1,0,-13,-6,3[fluorescence artefact?],3,Cc1ccccc1NC(=O)C1C2/C=C\CCCCC21 (configuration not stated)
-9,-17,1,9,0,-4,1,-2,15*,O=C(CN(C(=O)Cn1nnc(-c2cccs2)n1)c1ccc2c(c1)OCCO2)NC1CCCCC1
-5,-6,3,·,-2,3,-1,-1,9,S=C(Nc1cccnc1)Nc1cccc2cnccc12
